# CDK5 p35 inh = blocks human CDK5/p35 kinase activity; Q00535+Q15078; Recombinant CDK5/p35, ADP-Glo luminescence, 60 min; inhibition, % at 10 µM; 330,000 compounds, 0.01% hits; AID 488839;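 active = highest replicate inhibition of at least 50% and at least 75% of replicates reaching 50%; inconclusive = only one of the two criteria met; inactive = both criteria failed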;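 note: plate controls were DMSO neutral control for no effect and GW8510 at 10 µM for full effect; many of its hits are not listed in these tables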
# Target sequence (Q00535 whole entry, looked up): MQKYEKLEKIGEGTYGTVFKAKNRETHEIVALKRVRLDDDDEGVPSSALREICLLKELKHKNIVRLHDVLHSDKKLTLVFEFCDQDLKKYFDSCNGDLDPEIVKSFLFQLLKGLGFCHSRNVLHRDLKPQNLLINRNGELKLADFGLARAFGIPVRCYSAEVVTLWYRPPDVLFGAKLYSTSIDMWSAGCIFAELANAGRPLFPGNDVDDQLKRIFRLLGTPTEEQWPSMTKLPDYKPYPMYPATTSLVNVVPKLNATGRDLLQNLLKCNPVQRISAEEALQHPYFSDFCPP
# Target sequence (Q15078 whole entry, looked up): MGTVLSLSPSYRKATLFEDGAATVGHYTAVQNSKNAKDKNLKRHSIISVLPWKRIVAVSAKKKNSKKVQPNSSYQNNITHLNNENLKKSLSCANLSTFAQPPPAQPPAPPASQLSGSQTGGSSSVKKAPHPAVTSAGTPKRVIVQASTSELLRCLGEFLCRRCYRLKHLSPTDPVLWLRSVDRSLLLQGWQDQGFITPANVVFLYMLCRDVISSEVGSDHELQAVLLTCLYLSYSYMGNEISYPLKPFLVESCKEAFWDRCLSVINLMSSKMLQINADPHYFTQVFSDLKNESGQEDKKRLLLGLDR
# MITF TRPM1 HTS = activators of MITF-driven TRPM1 promoter activity in SK-MEL-5 cells. 300,000 compounds, 0.75% hits. AID 588334. SK-MEL-5 TRPM1-promoter luciferase, 24 h; % of positive control, neutral wells = 0. activation, % at 12.5 µM;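 active = mean activation of at least 80% with every replicate also reaching 80%; inconclusive = mean reaches 80% but some replicate falls short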;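 note: 0% = neutral control wells and 100% = parthenolide positive control wells; values of inactives mirror those of a sister screen read the other way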
# dFosB activator = activators of mouse delta FosB homodimer; P13346; purified delta FosB, TAMRA-CDK5 oligo fluorescence polarization; percent of positive-control signal above neutral wells; activation, % at 25 µM; 340,000 compounds, 0.99% hits; AID 493131;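 active = mean activation above about 17%, with every replicate also reaching it, limit read from the data, passing the limit was not always enough; inconclusive = only one of the two conditions met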;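 note: fluorescence polarization rise as delta FosB binds a TAMRA Cdk5 AP-1 oligo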
# Rtt109 Vps75 = C. albicans Rtt109 histone acetyltransferase inhibition; Q5AAJ8; 330,000 compounds, 0.16% hits; inhibition, % at 34.9 µM; purified Rtt109/Vps75, ThioGlo CoA-SH fluorescence, 4 h;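 active = inhibition of at least 50% in every replicate; inconclusive = best replicate reaches 50% inhibition but some replicates fall short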
# Target sequence (Q5AAJ8 whole entry, looked up): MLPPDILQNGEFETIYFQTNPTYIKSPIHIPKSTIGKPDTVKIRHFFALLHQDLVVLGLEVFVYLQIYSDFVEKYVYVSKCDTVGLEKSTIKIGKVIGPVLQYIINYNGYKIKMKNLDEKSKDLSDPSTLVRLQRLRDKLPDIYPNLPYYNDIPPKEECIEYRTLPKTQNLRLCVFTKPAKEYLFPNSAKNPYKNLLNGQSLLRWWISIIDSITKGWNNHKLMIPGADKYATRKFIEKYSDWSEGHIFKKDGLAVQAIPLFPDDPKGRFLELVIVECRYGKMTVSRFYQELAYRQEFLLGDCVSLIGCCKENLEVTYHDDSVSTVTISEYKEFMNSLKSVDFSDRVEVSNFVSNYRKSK
# Wnt act = activators of Wnt/beta-catenin signaling; 300,000 compounds, 1.2% hits; activation, % at 9.35 µM; Wnt/beta-catenin reporter cell assay, activator, plate reader; in the data active = activation above about 30%, passing the limit was not always enough; inconclusive = no clear call, values can overlap the other calls;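 note: 0% = neutral control wells and 100% = positive control wells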
# PvdQ inh = blocks Pseudomonas aeruginosa PvdQ acylase activity. purified PvdQ acylase, fluorescence plate reader. inhibition, % at 10 µM. 340,000 compounds, 0.063% hits. AID 488965; in the data active = inhibition above about 30%, passing the limit was not always enough; inconclusive = no clear call, values can overlap the other calls;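 note: 0% = vehicle neutral wells and 100% = reference inhibitor wells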
# HTR5A ag = HTR5A agonism, opioid heterodimer counter-screen; P47898; HTR5A agonist assay, luminescence, cell-based; activation, % at 9.3 µM; 340,000 compounds, 0.61% hits; AID 504692; in the data active = activation mostly above about 9.5%, no sharp cut-off; inactive = mostly below about 7.6%;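 note: 0% = cells with vehicle only and 100% = reference agonist; strong numbers were not always called active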
# SR-BI uptake up = activators of SR-BI mediated HDL lipid uptake. activation, % at 12.5 µM. AID 504775. 320,000 compounds, 0.096% hits. CHO ldlA[mSR-BI] cells, DiI-HDL uptake fluorescence, 3 h; 100 = double the neutral-control signal;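 active = mean replicate activation of at least 60% and every replicate at or above 60%; inconclusive = mean or all-replicate condition met, but not both; inactive = mean below 60% and not all replicates reaching 60%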;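 note: 0% = median plate neutral-control signal and 100% = twice that signal; values of inactives mirror those of a sister screen read the other way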
#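 Test system: SR-BI-overexpressing, LDLR-lacking CHO cells; Medium: Ham's F12 with 0.5% BSA, HEPES 25 mM, pH 7.4; Schedule: 3 h, 37 °C; Technique: bottom-read fluorescence, 550/595 nm.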
# SR-BI DiI inh = mouse SR-BI HDL lipid transfer inhibition; Q61009; ldlA[mSR-BI] CHO cells, DiI-HDL uptake fluorescence, 3 h; inhibition, % at 12.5 µM; 320,000 compounds, 0.96% hits; AID 488896;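 active = mean replicate inhibition of at least 70% and a set share of replicates each scoring 70 or more; inconclusive = meets just one of the two criteria; inactive = fails both criteria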;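 note: 0% = median of neutral control wells and 100% = median of positive control wells; values of inactives mirror those of a sister screen read the other way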
# cardiac RTF act = increases calcium sensitivity of human cardiac regulated thin filaments; P19429+P45379; IANBD-labeled TnC RTF fluorescence at EC20 calcium; 0% EC20 calcium, 100% full calcium; activation, % at 7.2 µM; 340,000 compounds, 0.24% hits; AID 493008;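 active = activation above the mean over all tested compounds plus 3 SD, cut at about 30% in these data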;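 note: rise in fluorescence read as greater calcium sensitivity of cardiac thin filaments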
# Numbers without * were called inactive; ? = inconclusive; . = no result given.
SMILES,CDK5 p35 inh,MITF TRPM1 HTS,dFosB activator,Rtt109 Vps75,Wnt act,PvdQ inh,HTR5A ag,SR-BI uptake up,SR-BI DiI inh,cardiac RTF act
Cc1ccc2cccc(Oc3ccc([N+](=O)[O-])cc3[N+](=O)[O-])c2n1,-0.3,2,-2,-5,.,-8,-4,-17,17,-3
Nn1c(Cc2cccc3ccccc23)nnc1SCc1ccccc1,1.1,-7,-4,3,-1,-13,3,11,-11,-3
O=C(NCC(c1cccnc1)N1CCN(c2ccccc2F)CC1)c1cccc(Cl)c1 (stereo not given),-1.3,-15,-3,20,.,-4,3,-28,28,-4
Cc1ccc(C2=N/C(=C/c3cccs3)C(=O)N2Nc2ccccc2)cc1,-0.5,1,-11,-2,.,7,-5,-15,15,0
COc1ccc(/C=C(/C(=O)NCc2ccccc2)c2ccccc2)cc1,-1.0,10,-2,-2,-5,7,-3,-37,37,2
Cc1ccc(S(=O)(=O)Nc2c(C)cc([N+](=O)[O-])cc2C)cc1,-0.3,6,-4,3,0,-2,1,20,-20,-6
C[C@H](CO)N1C[C@H](C)[C@@H](CN(C)Cc2ccccc2)Oc2c(NC(=O)C3CC3)cccc2C1=O,-0.4,-4,4,3,-2,1,4,-25,25,-3
CSc1ncc(Cl)c(C(=O)Nc2cccc(C)c2)n1,2.8,-13,-6,-16,-6,-13,3,12,-12,-2
Cc1cccc(/N=C/C2=C(O)CC(C)(C)CC2=O)n1,-1.3,.,-11,-6,1,-11,-2,.,.,1
NC(=O)c1ccsc1NC(=O)C1CCCN1S(=O)(=O)c1ccc(Cl)cc1 (stereo not given),-1.8,8,-3,-8,-2,-21,2,11,-11,6
Cc1ccccc1CC1(CO)CCCN(Cc2ccn[nH]2)C1 (stereo not given),2.0,-11,-8,-3,2,-11,0,21,-21,2
CCCC(c1nnnn1CS(=O)(=O)c1ccc(C)cc1)N1CCN(C2CCCC2)CC1 (stereo not given),-0.5,13,-4,2,0,8,-1,.,.,-5
CC(C)Oc1ccc(Cl)cc1Nc1nc(NCCO)nc(N2CCCC2)n1,1.1,8,8,4,-1,-4,6,-43,43,1
O=c1ccc(=O)n(-c2ccccc2)[nH]1,-0.3,7,-1,-3,-2,4,-6,9,-9,2
CC(=O)Nc1cccc(C(=O)OCc2ccccc2)c1,0.0,.,-13,3,.,-10,6,-5,5,4
COc1ccc(NC(=O)Nc2cccc3c2O[C@H](CN(C)S(=O)(=O)c2c(C)noc2C)[C@@H](C)CN([C@H](C)CO)C3=O)cc1,-0.2,20,-12,-10,1,-11,10*,-10,10,3
Cn1c(-c2ccccc2)c(/C=N/NC(=O)c2cccnc2)c2ccccc21,-1.6,3,-9,-69,-2,-1,-1,-41,41,0
CN(C)C(=O)N1CCC(C(=O)NCc2cccs2)CC1,-2.0,-5,-12,4,-2,4,-2,2,-2,-2
COc1ccc(CC(=O)N2CCC(c3ccccc3)C2)cc1 (stereo not given),-1.7,31,-4,-2,-1,-1,-2,11,-11,-1
COc1ccc(CNC(=O)CN2CCC(n3nnc4cc(F)ccc43)CC2)cc1,-0.4,5,-7,5,-1,-5,4,-2,2,-1
COC(=O)CN(C(=S)Nc1ccc(Cl)cc1)C1CC(=O)N(c2ccc(OC)cc2)C1=O (stereo not given),0.0,-9,1,5,.,-1,0,-26,26,-7
CN(C(=O)COC(=O)c1ccc2c(c1)OCCO2)c1ccccc1,0.0,6,-4,10,-2,18,-1,-8,8,-6
Cc1ccc(-c2cc3nc(C)cc(C)n3n2)cc1,1.2,16,-3,-6,16,-3,-4,-25,25,2
Cc1ccc(NC(=O)CN2C(=O)NC(C)(CC(C)C)C2=O)cc1F (stereo not given),-0.3,9,0,-1,0,-5,-2,14,-14,6
COc1ccc(NC(=O)CN2C(=O)NC(C)(c3ccc4c(c3)OCO4)C2=O)cc1S(N)(=O)=O (stereo not given),3.8,4,-3,2,-2,-15,2,16,-16,-1
COc1ccc(Cl)cc1NC(=O)CCS(=O)(=O)c1ccc(C)cc1,-1.4,-16,-3,10,0,-5,1,-34,34,-6
COc1cc(C(=O)OCC(=O)NC2CC2)ccc1OCCC(C)C,1.0,5,-7,13,-1,2,7,-8,8,3
N#CCCN(C(=O)COC(=O)c1ccc(S(=O)(=O)N2CCCCCC2)cc1)c1ccccc1,0.9,1,-13,8,-1,-13,-4,23,-23,4
O=C(CCNS(=O)(=O)c1cccc2nsnc12)N1CC(=O)N(CCc2ccccc2)C(=O)C1,-1.8,7,2,10,-6,-12,-2,-16,16,3
N#Cc1ccc(NC(=O)COC(=O)CCc2ccc(S(=O)(=O)N3CCCCC3)cc2)cc1,1.6,0,1,5,-3,4,-1,-12,12,3
O=C(O)CSc1nnc(Nc2ccccc2)n1-c1ccccc1,0.0,6,6,-2,-1,-14,5,8,-8,-4
COc1cc(OC)cc(C(=O)N2CCCc3ccccc32)c1,4.4,-17,-10,1,9,-12,0,-41,41,-2
COc1cc2c(cc1OC)CN(CC(=O)Nc1ccc3c(c1)OCO3)CC2,-1.4,8,-4,0,.,4,9,5,-5,-1
Cc1ccc(C(=O)COC(=O)CN2C(=O)C3C4CCC(C4)C3C2=O)cc1[N+](=O)[O-] (stereo not given),0.8,8,-6,3,-2,0,-6,-11,11,-5
N#C/C(=C1/CCCCCN1)c1nnc2n1CCCCC2,-1.8,-3,2,-6,-2,-4,7,13,-13,5
OCCOCCn1c(CCNc2nc(-c3ccc(Cl)cc3)cs2)nc2cc(Cl)c(Cl)cc21,1.6,22,1,-3,-6,17,4,-25,25,-5
O=C(Nc1cccc(F)c1)Nc1c[nH]c(=O)[nH]c1=O,-1.3,-4,13,-7,1,-11,-2,10,-10,1
CC(NC(=O)CNC(=O)[C@@H]1Cc2ccccc2CN1)c1ccccc1 (stereo not given in full),-1.3,-6,-5,13,0,11,2,-4,4,-1
COc1ccc(C(=O)c2c[nH]c3ccccc23)cc1,0.5,86*,5,-7,-2,-7,4,.,.,-7
Cc1ccn(CCNC(=O)C2CCC(=O)N(CCc3ccc(Cl)cc3)C2)n1 (stereo not given),1.1,-6,3,-8,3,-21,4,19,-19,0
Cc1cccc(N2CCN(S(=O)(=O)c3ccc4c(c3)C(C)(C)C(=O)N4C)CC2C)c1 (stereo not given),-3.6,3,-6,2,-3,-15,2,1,-1,1
O=C(Nc1nc(-c2ccc(S(=O)(=O)N3CCCC3)cc2)cs1)c1ccco1,-0.3,0,-6,5,-1,-6,4,-17,17,8
O=C(OCC(=O)N1CCN(c2ccccc2)CC1)c1ccc([N+](=O)[O-])s1,-4.6,-33,-5,7,-2,-7,2,3,-3,1
O=C(Cc1cccs1)Nc1nc(-c2ccc(F)cc2F)cs1,-1.8,-10,-3,-8,.,1,6,-19,19,-1
c1ccc(-c2ccc(OCCN3CCOCC3)cc2)cc1,1.5,63,3,-2,13,-16,-1,14,-14,-7
CN1C(=O)NC(c2ccc(O)cc2)C(C(=O)c2cccs2)C1(O)C(F)(F)F (stereo not given),-2.1,9,2,10,25,5,-4,55,-55,2
CCc1cc(=O)oc2cc(OCC(=O)N3CCC(C(=O)O)CC3)ccc12,-0.9,-6,-4,-6,-1,-6,-3,15,-15,2
COc1ccc(C(=O)NNC(=S)NC(=O)c2cccc([N+](=O)[O-])c2)cc1,0.5,.,-11,?,0,7,-2,-1,1,-1
COC(CNC(=O)c1ccc(-n2c(=S)[nH]c3ccccc3c2=O)cc1)OC,-1.6,15,1,-1,-1,3,-1,-23,23,1
CC(C)CN(C(=O)CN1C(=O)NC(c2ccccc2)(c2ccccc2)C1=O)C1CCS(=O)(=O)C1 (stereo not given),-0.6,-5,-10,-12,-3,-9,-5,8,-8,2

# 7 consecutive entries from above, for reference:
SMILES,CDK5 p35 inh,MITF TRPM1 HTS,dFosB activator,Rtt109 Vps75,Wnt act,PvdQ inh,HTR5A ag,SR-BI uptake up,SR-BI DiI inh,cardiac RTF act
Cc1cccc(N2CCN(S(=O)(=O)c3ccc4c(c3)C(C)(C)C(=O)N4C)CC2C)c1 (stereo not given),-3.6,3,-6,2,-3,-15,2,1,-1,1
O=C(Nc1nc(-c2ccc(S(=O)(=O)N3CCCC3)cc2)cs1)c1ccco1,-0.3,0,-6,5,-1,-6,4,-17,17,8
O=C(OCC(=O)N1CCN(c2ccccc2)CC1)c1ccc([N+](=O)[O-])s1,-4.6,-33,-5,7,-2,-7,2,3,-3,1
O=C(Cc1cccs1)Nc1nc(-c2ccc(F)cc2F)cs1,-1.8,-10,-3,-8,.,1,6,-19,19,-1
c1ccc(-c2ccc(OCCN3CCOCC3)cc2)cc1,1.5,63,3,-2,13,-16,-1,14,-14,-7
CN1C(=O)NC(c2ccc(O)cc2)C(C(=O)c2cccs2)C1(O)C(F)(F)F (stereo not given),-2.1,9,2,10,25,5,-4,55,-55,2
CCc1cc(=O)oc2cc(OCC(=O)N3CCC(C(=O)O)CC3)ccc12,-0.9,-6,-4,-6,-1,-6,-3,15,-15,2

# Arranged by the number under MITF TRPM1 HTS (largest number first): three from the list above.
Molecule	MITF TRPM1 HTS
c1ccc(-c2ccc(OCCN3CCOCC3)cc2)cc1	63
CN1C(=O)NC(c2ccc(O)cc2)C(C(=O)c2cccs2)C1(O)C(F)(F)F (stereo not given)	9
CCc1cc(=O)oc2cc(OCC(=O)N3CCC(C(=O)O)CC3)ccc12	-6

# Going on with the list:
SMILES,CDK5 p35 inh,MITF TRPM1 HTS,dFosB activator,Rtt109 Vps75,Wnt act,PvdQ inh,HTR5A ag,SR-BI uptake up,SR-BI DiI inh,cardiac RTF act
CN(C)CCCNC(=O)c1ccc2[nH]c3ccccc3c2c1,-2.1,.,6,4,-5,-10,-2,1,-1,0
O=C(COC(=O)c1cccc(N2C(=O)c3ccccc3C2=O)c1)Nc1ccccc1,-0.1,-4,?,-12,-1,-4,-1,.,.,-5
CCOC(=O)c1ccc(NS(=O)(=O)c2c(C)n[nH]c2C)cc1,-0.5,7,-10,-2,0,-4,-2,-1,1,-3
O=C(CNC(=S)N(Cc1ccccc1)Cc1cccnc1)NCCN1CCOCC1,0.6,-9,-1,-2,-1,-11,-2,29,-29,-3
CC(C)(C)c1ccc(NC(=O)c2ccc3c(c2)S(=O)(=O)c2ccccc2C3=O)cc1,-0.6,7,0,6,-2,-7,8,-56,56,1

# Source: PubChem BioAssay

# Random draw from the library; about 4.4% have a hit in one of these screens.
